NR5A2 inv ag: suppresses constitutive activity of human LRH-1. inhibition, % at 3.6 µM. 0.13% of 360,000 active. HEK293T StAR-luciferase reporter, LRH-1 transfected, 24 h;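 active means inhibition above the mean inhibition of all tested compounds plus 3 SD, cut at about 73% in these data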;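 further: 0% = DMSO wells and 100% = reporter-only cells lacking LRH-1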
Target sequence (O00482 whole entry, looked up): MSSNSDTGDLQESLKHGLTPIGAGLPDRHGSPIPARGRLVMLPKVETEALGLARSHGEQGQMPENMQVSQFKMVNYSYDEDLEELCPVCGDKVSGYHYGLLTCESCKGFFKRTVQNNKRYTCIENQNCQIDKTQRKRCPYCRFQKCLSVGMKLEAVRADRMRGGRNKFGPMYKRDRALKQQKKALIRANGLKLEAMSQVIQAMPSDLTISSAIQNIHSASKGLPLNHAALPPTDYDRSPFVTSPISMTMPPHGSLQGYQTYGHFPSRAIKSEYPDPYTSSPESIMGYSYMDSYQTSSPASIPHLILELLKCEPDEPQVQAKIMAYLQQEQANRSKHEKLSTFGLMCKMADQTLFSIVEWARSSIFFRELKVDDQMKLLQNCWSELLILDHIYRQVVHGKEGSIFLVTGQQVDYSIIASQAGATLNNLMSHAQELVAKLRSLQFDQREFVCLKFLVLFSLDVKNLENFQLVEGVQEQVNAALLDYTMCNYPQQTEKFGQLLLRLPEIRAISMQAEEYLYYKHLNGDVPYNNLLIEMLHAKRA
NR2F2 inh: NR2F2 (human) inhibition, primary screen. HEK293T NGFI-A luciferase reporter, luminescence. inhibition, % at 8.6 µM. 0.7% of 370,000 active. P24468;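 active means inhibition above a per-plate cutoff, mean inhibition of test wells between control levels plus 3 SD, cut at about 38% in these data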;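 further: cells cotransfected with COUP-TFII expression vector driving the NGFI-A reporter; 0% = median of COUP-TF2 test wells and 100% = reporter-only cells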
Target sequence (P24468 whole entry, looked up): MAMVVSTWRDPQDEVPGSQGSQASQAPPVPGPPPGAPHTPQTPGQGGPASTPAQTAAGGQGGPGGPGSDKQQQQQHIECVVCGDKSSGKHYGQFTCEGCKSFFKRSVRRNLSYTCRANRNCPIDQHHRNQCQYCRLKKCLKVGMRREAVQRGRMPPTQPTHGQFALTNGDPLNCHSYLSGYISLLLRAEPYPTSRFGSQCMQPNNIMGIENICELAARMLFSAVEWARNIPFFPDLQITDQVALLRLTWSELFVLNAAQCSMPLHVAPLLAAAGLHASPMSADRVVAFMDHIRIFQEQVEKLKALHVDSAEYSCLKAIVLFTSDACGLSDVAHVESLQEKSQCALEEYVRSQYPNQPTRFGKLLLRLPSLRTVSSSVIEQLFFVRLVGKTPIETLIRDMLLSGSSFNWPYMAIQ
TROY NFkB inh: TROY signaling inhibition | inhibition, % at 10 µM | Q293 LMP1-TROYcd NF-kB luciferase reporter, 4 h | AID 1347056 | 0.98% of 360,000 active;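 active means compounds whose plate-normalised and pattern-corrected inhibition of the luciferase reporter signal at the single screening dose is 50% or more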
CF NFkB block: inhibitors of cystic fibrosis induced NF-kB. KKLEB NF-kB-GFP reporter, PAF-induced, GFP fluorescence overnight. inhibition, % at 5 µM. 0.86% of 360,000 active. AID 588850;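 active means at least 50% inhibition at 5 µM, scaled per plate between neutral and stimulator controls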;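 further: PAF is a Pseudomonas aeruginosa culture filtrate used as stimulus; plate controls were PAF-stimulated DMSO wells for no effect and unstimulated DMSO wells for full effect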
KKLEB tox: counter-screen for CF NF-kB inhibitors: cytotoxicity; KKLEB CF airway cells viability, ATPlite luminescence, overnight; stronger effect = lower value; cells stimulated with P. aeruginosa culture filtrate; activity change (cytotoxicity), % at 5 µM; 0.36% of 360,000 active; AID 602141;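 active means corrected activity change at or below -50% at 5 µM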
NCOA3 inh: human NCOA3 inhibition; HEK293 GAL4-SRC3 luciferase reporter, luminescence; Q9Y6Q9; 0.17% of 360,000 active; inhibition, % at 3.6 µM;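 active means inhibition above a per-campaign cutoff, the mean of all compounds plus 3 SD, cut at about 60% in these data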;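 further: 0% = DMSO-treated cells and 100% = gossypol-treated cells at 36 µM; higher means less SRC3-driven luciferase light from the GAL4 reporter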
Shn3 3UTR inh: reduces Shn3 3'UTR luciferase signal in osteoblasts | 0.52% of 360,000 active | AID 588674 | Clone20 osteoblast Shn3 3'UTR firefly luciferase, 24 h | inhibition, % at 12.5 µM;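 active means mean inhibition of at least 75% with every replicate also reaching 75%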;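 further: 0% = median of neutral control wells and 100% = pilot-screen positive control compound; some compounds past the cut are filed as inactive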
LMP1 NFkB inh: inhibitors of Epstein-Barr LMP1-induced NF-kappaB reporter; AID 504558; LMP1-induced NF-kappaB luciferase reporter cells, luminescence; 0.69% of 350,000 active; inhibition, % at 12.5 µM; in the data active means inhibition above about 41%;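 further: 0% = neutral control wells and 100% = reference inhibitor control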
TWEAK Fn14 block: TWEAK-Fn14 signaling inhibition. TWEAK-stimulated Fn14 reporter cells, luciferase luminescence, 8 h. inhibition, % at 10 µM. 2% of 360,000 active. AID 1159606; in the data active means inhibition above about 50%
TRAIL sens C8: sensitizes caspase-8 expressing cells to TRAIL | NB7+C8 cells + TRAIL, ATPlite viability luminescence | inhibition (viability loss, TRAIL sensitization), % at 10 µM | 1% of 360,000 active | AID 624354;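 active means compounds causing at least 50% loss of cell viability in the single-dose screen, relative to plate controls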
SRC1 inh: human NCOA1 inhibition. inhibition, % at 3.6 µM. HEK293 GAL4-SRC1 luciferase reporter, luminescence. 0.12% of 360,000 active. Q15788;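 active means inhibition above the campaign mean plus 3 SD, with each screening campaign given its own cutoff, cut at about 60% in these data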;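 further: 0% = DMSO treated cells and 100% = gossypol at 36 µM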
An asterisk follows results filed as active; x = no result given. A portion of the library; count on the stated rates, not on these rows.

SMILES	NR5A2 inv ag	NR2F2 inh	TROY NFkB inh	CF NFkB block	KKLEB tox	NCOA3 inh	Shn3 3UTR inh	LMP1 NFkB inh	TWEAK Fn14 block	TRAIL sens C8	SRC1 inh
O=C(CSc1nnc(-c2ccc(F)cc2)o1)NC1CCCC1	15	-5	-8	-4	-1	2	-6	-9	-10	-13	3
CC1CCCCC1NC(=O)CN1C(=O)NC(C)(c2ccc(OC(F)F)cc2)C1=O (stereo not drawn)	-7	-13	20	-5	-10	3	0	0	-11	-21	3
Cc1cccc(C)c1-n1c(C)cc(/C=C2\C(=O)NN(c3ccccc3)C2=O)c1C	7	14	8	43	-35	-1	-18	-8	21	11	-7
Cc1cc(=O)[nH]c2[nH][nH]c(=O)c12	-27	1	0	-31	-3	10	-7	2	-5	-10	-11
COc1ccccc1CNC(=O)CN1C(=O)NC(Cc2ccccc2)(c2ccccc2)C1=O (stereo not drawn)	6	4	3	-15	19	-7	-4	-4	18	-19	-6
COc1ccc([C@H]2CC(=O)C[C@@H](CCn3cc(-c4ccccc4)nn3)O2)cc1	-3	-4	4	x	x	x	x	x	18	-11	x
Fc1ccc(CN2CCSCC2)cc1Br	-18	-21	13	16	-26	3	1	-4	4	1	-3
COc1cc(C(=O)NCCC(=O)NC2CCCc3ccccc32)cc(OC)c1OC (stereo not drawn)	-9	-7	-4	10	-2	-4	-10	-9	-8	-11	11
CC(=O)C1=CCC(c2ccc(Br)cc2)N(S(=O)(=O)c2ccc(C)cc2)C1 (stereo not drawn)	12	7	11	1	0	8	-21	x	7	-9	12
COc1cc(NC(=O)Cc2ccccc2)nc(OC)n1	-31	x	-15	-15	4	-18	-2	0	2	-28	8
O=S(=O)(NCc1nnnn1-c1ccc(F)cc1)c1ccc(F)cc1	3	9	-21	-15	-3	8	-1	-3	13	-19	-10
CCOC(=O)c1c(N2C(=O)CC(Sc3ccccc3C(=O)O)C2=O)sc(C)c1C (stereo not drawn)	-4	23	11	1	6	17	x	-9	-1	-9	5
CC(C)(C)OC(=O)NCCc1nnc(S(=O)(=O)Cc2ccc(Cl)cc2Cl)o1	-5	0	18	60*	-12	7	-16	6	19	4	-7
CCCCCc1ccc(-c2cn(CN3C(=O)c4ccccc4C3=O)nn2)cc1	2	9	6	14	2	4	6	0	-6	4	11
CC(C)c1ccc(-n2c(-c3ccccc3)c[n+]3c2CCc2ccccc2-3)cc1	81*	89*	59*	51*	-54*	77*	81	18	84*	53*	50
CCC1OC(C(C)C)Cc2[nH][nH]c(=O)c21 (stereo not drawn)	-26	14	1	x	x	x	x	x	1	-11	x
CS(=O)(=O)c1ccc(C(=O)CN2C(=O)NC3(CCCc4ccccc43)C2=O)cc1 (stereo not drawn)	14	15	-11	-12	1	-5	-4	1	7	3	-21
Cn1c(=O)c2c(nc(NCCOc3ccc(F)cc3)n2C)n(C)c1=O	1	8	14	-17	-5	-5	7	-4	1	2	2
CC1CCCN(S(=O)(=O)c2ccc(NC(=O)C3CCN(C(=O)C(C)(C)C)CC3)cc2)C1 (stereo not drawn)	-29	21	2	23	4	-13	27	11	14	-2	-5
Cc1nc2ccccc2c(=O)n1/N=C/c1ccc(F)cc1	-3	-5	-26	12	-7	-51	-8	0	-5	24	-21

Record cards, from the list above.
Entry for `CCC1OC(C(C)C)Cc2[nH][nH]c(=O)c21` (stereo not drawn) → NR5A2 inv ag = -26; NR2F2 inh = 14; TROY NFkB inh = 1; CF NFkB block = x; KKLEB tox = x; NCOA3 inh = x; Shn3 3UTR inh = x; LMP1 NFkB inh = x; TWEAK Fn14 block = 1; TRAIL sens C8 = -11; SRC1 inh = x
Entry for `O=C(CSc1nnc(-c2ccc(F)cc2)o1)NC1CCCC1` → NR5A2 inv ag = 15; NR2F2 inh = -5; TROY NFkB inh = -8; CF NFkB block = -4; KKLEB tox = -1; NCOA3 inh = 2; Shn3 3UTR inh = -6; LMP1 NFkB inh = -9; TWEAK Fn14 block = -10; TRAIL sens C8 = -13; SRC1 inh = 3

Further results:
SMILES	NR5A2 inv ag	NR2F2 inh	TROY NFkB inh	CF NFkB block	KKLEB tox	NCOA3 inh	Shn3 3UTR inh	LMP1 NFkB inh	TWEAK Fn14 block	TRAIL sens C8	SRC1 inh
Nc1nonc1-n1nnc(C(=O)N/N=C\c2cccc(Cl)c2)c1CN1CCOCC1	13	-8	32	-2	-8	14	7	7	14	-9	-11
NC(=S)N=Nc1ccc(O)cc1	-46	-26	5	-17	14	-12	13	8	-16	-1	-11
CCN1CCCC1Cn1cnc2c([nH]c3ccc(Cl)cc32)c1=O (stereo not drawn)	-27	-16	-16	6	3	3	-3	-3	-32	11	-15
COc1cccc(C(=O)CSc2nc3ccccc3n2CC(=O)N(C(C)C)C(C)C)c1	-29	7	-14	17	-11	2	1	4	-6	9	-5
CCOc1cc(S(=O)(=O)N2CC=C(c3ccc(F)cc3)CC2)c(OCC)cc1-n1cnnn1	0	-5	18	29	-21	-18	-8	14	3	4	9
Cc1ccc(CNC(=O)CSc2ncn[nH]2)cc1	8	4	14	-3	8	15	-12	-4	8	1	-10
CCOc1ccc(NC(=O)N(CC(C)C)CC(C)C)cc1	-12	-9	0	-9	-2	-8	3	-14	8	1	-2
COc1cc(NC(=O)c2ccc3c(c2)OCO3)ccc1NC(=O)c1ccco1	-14	1	-19	-18	12	4	-16	8	4	18	1
COc1ccc2c(c1OC)C(=O)N(c1cccc(C)c1)C2	-141	-61	-31	-16	-8	-57	-36	-13	20	65*	-88
CCn1c(SCC(=O)NC2CCCCC2)nnc1-c1ccccc1F	10	0	-6	-9	1	13	5	-1	3	-18	10
Cn1c(COc2ccccc2)nnc1SCc1nc2ccccc2[nH]1	14	15	14	-7	1	0	29	-12	-16	-23	-10
O=C(O)CCC(=O)Nc1ccc(-c2csc(Nc3cccc4ccccc34)n2)cc1	-5	14	1	2	-1	8	-3	0	11	-10	5
NC(=O)C1CCN(c2ccc3c(c2)S(=O)(=O)c2ccccc2C3=O)CC1	-15	-12	63*	9	-9	-37	-17	-4	49	-4	-7
O=C(NC1CCN(C(=O)NCc2ccccc2)CC1)c1ccccc1	-14	6	1	4	9	17	2	-1	9	-5	-10
COc1cc(C(=O)O)ccc1OCc1c(C)noc1C	3	7	-8	-2	14	17	8	-11	10	6	-6
COc1ccc(Cn2c(=O)[nH]c3cc(C(=O)N4CCN(c5ccccc5)CC4)ccc3c2=O)cc1	-7	x	10	5	12	3	-26	3	41	-9	2
c1ccc2c(c1)c1cccc3ccc4cccc2c4c31	15	9	-1	-18	5	13	12	-4	6	6	6
N/C(=N\OC(=O)CCCCCN1C(=O)c2ccccc2C1=O)c1ccccn1	-10	-10	-12	0	14	-10	-19	4	8	-28	-9
CC(=O)NCc1ccc2[nH]c(C)cc2c1	9	-13	-7	13	-14	-1	-8	3	18	-15	5
O=c1[nH]c(CSc2nc3ccccc3s2)nc2ccccc12	-15	-8	-6	3	-5	-39	-30	0	12	8	-18
CC(C)CC(=O)Nc1ccc2oc(-c3ccncc3)nc2c1	-84	-39	-56	-10	5	-31	-53	-17	-21	11	-57
O=C(CN1C(=O)NC(c2ccccc2)(c2ccccc2)C1=O)NC1CCCCC1	2	-3	-3	-16	-9	-7	21	-12	12	-7	-27
CC(C)CNC(=O)C1CCCN1S(=O)(=O)c1ccc(Cl)cc1 (stereo not drawn)	-29	-9	-30	-5	-2	16	-8	-1	5	-55	-14
Cc1cc(N)n(-c2ncnc3scc(-c4ccccc4)c23)n1	1	6	23	-5	-1	-8	13	-15	-4	-11	3
CC1Nc2ccccc2C(=O)N1NC(=O)c1ccc(Br)cc1 (stereo not drawn)	-4	-6	11	4	9	7	-15	-1	0	-13	-11
CCCNc1nc(N)nc(-c2cc(Cl)ccc2OC)n1	-6	13	2	-6	1	11	-2	5	12	-3	-15
Cc1cc(=O)c2cc(NC(=O)c3ccccc3Cl)ccc2[nH]1	-19	2	-1	6	-9	3	-11	2	-16	-12	12
CC(C)Sc1cc(N2CCCC2)nc(-c2ccccc2Cl)n1	5	-18	9	6	-19	16	11	-2	2	-3	0
Nn1c(SCC(=O)Nc2ccc3c(c2)OCO3)nnc1-c1ccccc1	13	2	4	6	-1	-27	-3	-6	3	2	-21
c1ccc(-c2ccn3nnnc3n2)cc1	-2	17	-8	-12	1	-5	15	4	6	-11	-30
Cc1cc(C)n(C(=O)C(C)N2C(=O)c3ccccc3C2=O)n1 (stereo not drawn)	13	-2	-3	7	4	4	-7	0	-6	-7	-18
CC1CN(C(=S)Nc2cccc(F)c2)CC(C)O1 (stereo not drawn)	-9	5	4	-7	4	-6	-24	-3	-1	-1	-3
CCn1c(=O)c2c(nc(SCC(=O)N3CCCC(C)C3)n2C)n(C)c1=O (stereo not drawn)	6	-14	-18	-10	-11	-14	-9	0	15	13	21
Cc1cc(-c2n[nH]c(=S)n2-c2ccc(C)c(C)c2)no1	3	-2	17	17	-1	-12	-7	-1	5	-15	4
CCN(CC(=O)NCc1cccs1)C(=O)c1cccc(S(=O)(=O)NC)c1	3	-22	-10	16	-23	6	-94	0	-20	-3	-20
Cc1cc(S(=O)(=O)N2CCN(c3c(C)cccc3C)CC2)ccc1F	16	10	8	6	-9	15	10	2	-5	0	9
CC1(C)CN(c2ccsc2C(=O)O)C1=O	8	-4	-2	8	-1	0	16	-9	-5	-17	-11
Cc1sc2ncnc(SCC(=O)Nc3cccc(S(N)(=O)=O)c3)c2c1C	2	2	31	-30	2	-25	15	0	-30	3	-4
CC1NC(=O)c2cc3ccccc3cc2-n2c1nc1ccc(F)cc1c2=O (stereo not drawn)	0	3	3	23	0	-3	-1	-14	6	3	1
COCCN(C(=O)COC(=O)c1nc(Cl)ccc1Cl)c1c(N)n(Cc2ccccc2)c(=O)[nH]c1=O	-4	2	-21	3	-1	11	6	1	8	8	2
C[C@@H]1CCCCO[C@@H](CN(C)CC2CC2)[C@@H](C)CN([C@H](C)CO)C(=O)c2cc(N(C)C)ccc2O1	0	x	-16	2	-3	-7	1	2	3	-14	-2
CCOC(=O)C1CCCN(C(=O)c2ccc3c(c2)N(Cc2ccccc2)C(=O)c2ccccc2S3=O)C1 (stereo not drawn)	2	-6	9	-8	9	-3	1	3	7	1	-101
COC(=O)c1oc(-c2ccc(Cl)cc2)nc1C	-2	-17	-34	-25	16	-4	-16	8	0	3	-2
O=C(/C=C/c1ccccc1[N+](=O)[O-])OCC(=O)N1CCCC1	5	-18	-1	-28	-2	-29	7	5	6	2	-19
Nc1nc(Nc2ccc(Cl)cc2Cl)nc(C(F)(F)F)n1	-81	-33	-43	12	-9	-33	-66	-21	-34	21	-64
CCN1C(=O)[C@H]2[C@@H](c3ccc(C)cc3)N[C@]3(CCCN(Cc4ccccc4)C3=O)[C@H]2C1=O	8	0	6	-17	7	12	-13	0	1	1	-2
Cc1occc1-c1nnc(SCC(=O)N2CCOCC2)n1Cc1ccco1	6	-6	11	0	-5	1	3	-4	-6	-6	3
COC(=O)CSc1ncccc1-c1nc2ccccc2[nH]1	-12	-20	-25	1	-2	-8	-2	-6	-11	-4	-4
Cn1cc(/C=C2\SC(=S)N(NC(=O)c3ccccc3)C2=O)c2ccccc21	8	7	-15	2	1	10	-7	-3	-33	3	-16
Cc1ccccc1Cn1c(C)nc2ccccc21	37	47*	34	8	0	24	75	21	22	21	31
CCOC(=O)C(NC(=O)CC)(Nc1ccccc1)C(F)(F)F (stereo not drawn)	-9	22	23	-18	14	10	-7	-5	6	-2	13

Source: PubChem BioAssay
